Source: PubChem
ALOX12 inh = Primary qHTS assay for inhibitors of human arachidonate 12S-lipoxygenase (ALOX12): Round 2; actives 1.1% (n = 580,000); Polyunsaturated fatty acid lipoxygenase ALOX12 (Homo sapiens), P18054; purified 12hLO, xylenol orange hydroperoxide absorbance; Potency, µM (titrated, usually from 108 µM), for inactives: at the top dose activity change, negative = inhibition, usual class: inhibitors; active = well fitted inhibition curve with a large enough effect; inconclusive = small, poorly fitted or top-dose-only effect, or another doubt; inactive = no such curve, though single readings can be large or run the other way
Target sequence (P18054 whole entry, looked up): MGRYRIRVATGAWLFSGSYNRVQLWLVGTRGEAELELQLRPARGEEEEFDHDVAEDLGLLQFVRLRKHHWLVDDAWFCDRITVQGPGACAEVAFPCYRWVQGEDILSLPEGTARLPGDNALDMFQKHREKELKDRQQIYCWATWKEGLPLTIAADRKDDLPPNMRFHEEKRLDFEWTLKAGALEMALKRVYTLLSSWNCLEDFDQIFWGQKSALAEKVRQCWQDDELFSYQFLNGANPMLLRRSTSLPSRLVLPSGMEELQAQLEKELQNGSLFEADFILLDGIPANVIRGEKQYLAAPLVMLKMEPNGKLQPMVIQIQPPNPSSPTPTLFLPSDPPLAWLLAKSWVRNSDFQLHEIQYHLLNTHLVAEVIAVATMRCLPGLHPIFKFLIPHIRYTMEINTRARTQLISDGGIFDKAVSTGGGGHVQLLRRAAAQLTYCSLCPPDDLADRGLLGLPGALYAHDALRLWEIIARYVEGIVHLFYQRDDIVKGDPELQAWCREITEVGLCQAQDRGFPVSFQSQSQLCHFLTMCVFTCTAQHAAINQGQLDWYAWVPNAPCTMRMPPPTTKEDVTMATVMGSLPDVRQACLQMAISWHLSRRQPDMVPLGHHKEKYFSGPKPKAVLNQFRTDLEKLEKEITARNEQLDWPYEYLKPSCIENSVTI
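Hydroperoxide product was detected by ferrous iron/xylenol orange as the 573 to 405 nm absorbance ratio. Arachidonic acid at 40 uM (final) was turned over for 30 min at room temperature by 150 nM human 12hLO, pH 7.0 Hepes buffer, after 15 min compound preincubation.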
Numbers without * were called inactive; ? = inconclusive; [ ] = remark or other dose. % is scaled to controls: 0 for no effect and ±100 for the full control effect; potency is read from the fitted curve at half-maximal effect. Not all compounds are listed; count on the stated rates, not on these rows.

ALOX12 inh	smiles
12.7%	O=c1[nH]nc2n1CCN(S(=O)(=O)c1ccc(Cl)s1)CC2
39.5%[activator]	CN(C)c1nc2c(c(=O)[nH]1)CCN(Cc1ccccc1F)CC2
17.8%	CCN(CC)C(=O)C(NC(=O)c1ccc(OC)cc1)C1CCN(C(=O)C(C)C)CC1 (centres undefined)
-6.7%[176 µM]	CCCNC(=O)NC[C@H]1O[C@@H]2C[C@@H](CC(=O)NCc3nccn3C)O[C@@H]2[C@@H]1O
?	CCOC(=O)c1cccn1C1C(=O)N(Cc2ccc(C(C)C)cc2)c2c(F)cccc21 (centres undefined)
28.4%	CNC(=O)N1CCC(C2CCN(C(=O)c3ccc(Cl)s3)C2)CC1 (centres undefined)
3.6%	CC(C)c1noc(CN(C)C(=O)c2csc3nc(-c4ccc(F)cc4)cn23)n1
3.8%	Cc1ccsc1C(=O)N(Cc1cc2ccc(F)cc2nc1N1CCC(O)CC1)CC1CCCO1 (centres undefined)
?	COc1ccc(CC(=O)NC2CCCc3c2[nH]c2ccccc32)cc1OC (centres undefined)
64.9%[activator]	COC(=O)CNC(=O)c1nc(-c2cccc(C(F)(F)F)c2)c2cnccn12
24.4%	Cc1nc2scc(CC(=O)N3CCC(C)CC3)n2c(=O)c1-c1cc(C)n(-c2cccc(Cl)c2)n1
26.6%	Cc1cn2cc(C(=O)N3CCCC4(C3)C(=O)N(C)c3ccccc34)ccc2n1 (centres undefined)

Structures listed so far with an aryl methoxy group (2):
ALOX12 inh	smiles
17.8%	CCN(CC)C(=O)C(NC(=O)c1ccc(OC)cc1)C1CCN(C(=O)C(C)C)CC1 (centres undefined)
?	COc1ccc(CC(=O)NC2CCCc3c2[nH]c2ccccc32)cc1OC (centres undefined)

(more compounds)
ALOX12 inh	smiles
0.0%[6.33 µM]	NCCCC(=O)N1Cc2ccccc2CC2(CCCN(CC3CCOCC3)C2)C1 (centres undefined)
37.5%	COc1ccccc1OCC(=O)c1ccc2c(c1)N(CC(=O)N(C)Cc1ccccc1)C(=O)CO2
44.8%[activator]	Cc1ncccc1C(=O)N1CCCCCCNC(=O)[C@@H]2CCC[C@@H]21
23.8%	CCOc1ccccc1NC(=O)N1c2ccccc2CC1c1nc(C2CC2)no1 (centres undefined)
12.7%	CCCS(=O)(=O)NCc1c(C)ncc2c1CCN(C(=O)c1cccc(C(F)(F)F)c1)C2
61.0%[activator]	O=C(Cn1nc2n(c1=O)CCCC2)Nc1ccc(C(F)(F)F)cc1
35.6%[activator]	COC1CN(C2CCN(C(=O)C(C)C)CC2)C12CCOCC2 (centres undefined)
29.9%	CN(C)C[C@@H]1CN(S(C)(=O)=O)C[C@H]1NC(=O)c1ccc2[nH]ccc2c1
5.2%	O=C(NCCc1nc(-c2cccnc2)no1)C1NCCc2[nH]cnc21 (centres undefined)
2.9%	CCC(=O)N1CCc2c(C(=O)N3CCN(c4cccc(OC)c4)CC3)cccc21
2.7%	COc1ccc(CC(=O)Nc2ccc3n(c2=O)C[C@H]2C[C@@H]3CN(C(=O)Nc3ccc(OC)cc3)C2)cc1
5.0%	COCCNC(=S)N(C)[C@H]1C[C@H]2c3[nH]c4ccccc4c3CCN2C(=O)[C@H]1[C@H](C)O
?	c1cnc2nc(C3CCNC3)[nH]c2c1 (centres undefined)
5.9%	Cc1[nH]c2c(C(=O)NCC3Cc4cccc(-c5cccnc5)c4O3)cccc2c1C (centres undefined)
?	CCOc1cccc(-c2noc(-c3ncn4c3COC(c3ccc(F)cc3)C4)n2)c1 (centres undefined)
84.2%[activator]	Cc1noc(CC2CCOC3(CCN(C(=O)c4cc(-c5ccc(F)cc5)n[nH]4)CC3)C2)n1 (centres undefined)
-22.8%	COCCS(=O)(=O)c1ncc(CN(C)Cc2ccsc2)n1Cc1ccccc1
4.9%	O=C(c1cnccn1)N1CCC2(CC1)N=C(c1ccccc1)NO2
10.9%	CCc1nc(-c2c3n(c(=O)n(CC(=O)Nc4ccc(F)c(Cl)c4)c2=O)CCCC3)no1
62.2%[activator]	CC(C)NC(=O)CN1C(=O)NC(c2ccc(Cl)cc2)C2=C1COC2=O (centres undefined)
-9.7%	CC1(C(=O)NCc2cccnc2)CN(Cc2ccccc2)Cc2ccc(N3CCOCC3)nc21 (centres undefined)
0.1%	CC(C)CC(=O)NC[C@@H]1C[C@H](F)CN1C(=O)c1cn(CCN)nn1
5.9%	O=C(Nc1cccc(F)c1)N1CCCCCC1c1nc(-c2ccncc2)no1 (centres undefined)
0.0%	O=C(NC1CCCC1)N1CCC(Cc2nncn2CC2CC2)CC1
28.7%[176 µM]	COCCC(=O)N[C@H]1C[C@@H](c2nc(-c3ccc(OC(F)(F)F)cc3)no2)N(C)C1
99.2%[activator]	Nc1cc(C(=O)N2CCc3onc(-c4ccc(-c5ccccc5)cc4)c3C2)[nH]n1
139.7%[activator]	CCCn1ccnc1CN1CCc2nc(-c3ccc(Cl)cc3)[nH]c2C1
-0.8%[6.33 µM]	C[S+](=O)([O-])c1ccc(-c2nc(C(=O)N3CCN(c4ncccn4)CC3)n3ccccc23)cc1
-7.3%[176 µM]	CC(C)C[C@@H]1N[C@H](C(=O)N2CCCC2)Cc2c[nH]c3cccc1c23
5.1%[6.33 µM]	O=C(c1ccc(Cl)cc1)N1CCC(N2CCCS2(=O)=O)CC1
12.6%	COc1ccc(OC)c(S(=O)(=O)N2CCC(CC(=O)NCc3ccccc3)C2)c1 (centres undefined)
5.4%	NC(=O)NCC(=O)N1CCc2c(cccc2S(=O)(=O)N2CCOCC2)C1
36.6%[activator]	CN(C)[C@@H]1CN(C(=O)c2cc(F)cc(F)c2)C[C@H]1CO
38.5%[activator]	Cc1ccc(-n2nc3n(c2=O)CCN(C(=O)Cc2ccc(F)cc2)C3)cc1
29.8%	Cc1cccc(NC(=O)N2CCC3(CC2)CC(N(C(=O)c2ccccc2)C2CC2)CCO3)c1 (centres undefined)
2.6%	CCOc1ccc(-c2nc(C3CC(=O)N(c4ccc(OC)cc4)C3)no2)cc1 (centres undefined)
-4.5%	CCN(CC)c1ccc(C(=O)N2CCCC(n3cc(-c4nc(C(C)C)no4)nn3)C2)cc1 (centres undefined)
-1.1%[6.33 µM]	CC(C)NC(=O)N1Cc2ccccc2OC2(CCN(Cc3ccncc3)CC2)C1
10.0%	COCc1noc(CC2CCOC3(CCN(C(=O)c4cc5ccccc5[nH]4)CC3)C2)n1 (centres undefined)
12.0%[176 µM]	COc1ccc(C(=O)NC[C@@H]2C=C(C)[C@H](CC(=O)N3CCOCC3)C[C@H]2C(C)C)cc1
45.1%[activator][176 µM]	O=C1CO[C@H]2CCN(Cc3ccccc3F)CC[C@@H]2N1CCN1CCCC1
16.4%	Cc1cccc(CNC(=O)c2ccc(OC3CCN(CCc4ccccc4)CC3)cc2)n1
46.1%	Cc1ccc(Cl)cc1NC(=O)N(C)CC1CCOC1 (centres undefined)
6.8%	O=C(c1ccc(Cl)cc1)N1CCC(Cc2nc(-c3cnccn3)no2)CC1
3.6%	COc1ccc(CNC(=O)Cn2c(-c3cccc(Cl)c3)nc(C)c(CCO)c2=O)cc1OC
24.0%	Cc1cc(-c2ccc(S(=O)(=O)NC3CCOC4(CCOCC4)C3)o2)on1 (centres undefined)
?	Cc1ccc2cc(CCC(=O)NCCCN(C)C)c(=O)[nH]c2c1
0.1%	COC[C@@H](O)[C@H]1OCc2cc(OC)ccc2[C@@H]1/C=C/c1ccccc1

Gathered by group, those above containing two or more sulfur atoms
ALOX12 inh	smiles
12.7%	O=c1[nH]nc2n1CCN(S(=O)(=O)c1ccc(Cl)s1)CC2
-22.8%	COCCS(=O)(=O)c1ncc(CN(C)Cc2ccsc2)n1Cc1ccccc1

Other structures follow.
ALOX12 inh	smiles
17.0%	CCCNC(=O)N1CCCCCC1CN1CCC(OC)CC1 (centres undefined)
2.1%[6.33 µM]	Cc1noc(C)c1[S+](=O)([O-])N1CCC2CC(=O)NCCC2C1 (centres undefined)
-6.1%	Cc1ccccc1C(=O)N1CCC(n2c(=O)[nH]c3ccccc32)CC1
14.3%	CC(C)NC(=O)N1CCN(S(C)(=O)=O)[C@@H](C(=O)N[C@H](Cc2c[nH]c3ccccc23)C(N)=O)C1
75.0%[activator]	COc1cc(Cn2ccnc2-c2nc[nH]c2C)cc(OC)c1OC
-6.7%[57.4 µM]	CC=C1NC(=O)[C@H]2CSSCCC=C[C@H](CC(=O)N[C@H](C(C)C)C(=O)N2)OC(=O)[C@H](C(C)C)NC1=O
22.7%	CCN1c2cc(C(=O)N3CCN(c4ccccn4)CC3)ccc2C(=O)N2CCCCCC21 (centres undefined)
20.7%	CCCc1ccc(S(=O)(=O)N2C[C@@H](F)C[C@H]2C(=O)N2CCc3ccccc3C2)cc1
-14.5%	COC(=O)c1cc2c(c3c4cc(OC)ccc4n(C(=O)c4ccccc4)c13)C(=O)N(Cc1ccco1)C2
15.2%	COCCn1ncc(N2CCC(C(=O)NCc3ccc(OC(C)C)cc3)C2)cc1=O (centres undefined)
14.9%	CN1CCN(c2nc3c(c(=O)[nH]2)CCN(Cc2ccccc2C(F)(F)F)CC3)CC1
75.2%[activator]	CN1CCC(NCc2nc3c(n2Cc2ccccc2)C(=O)N(CCOc2ccccc2)CCN3)CC1

A run of entries of the results above:
ALOX12 inh	smiles
29.9%	CN(C)C[C@@H]1CN(S(C)(=O)=O)C[C@H]1NC(=O)c1ccc2[nH]ccc2c1
5.2%	O=C(NCCc1nc(-c2cccnc2)no1)C1NCCc2[nH]cnc21 (centres undefined)
2.9%	CCC(=O)N1CCc2c(C(=O)N3CCN(c4cccc(OC)c4)CC3)cccc21

Additional records follow.
ALOX12 inh	smiles
?	Cc1nn(C)cc1CN(C)CC1(O)CCCN(Cc2ccc(F)cc2)C1=O (centres undefined)
24.8%	COc1cc(OC)cc(C(=O)N2CCC3(CC2)N(C)C(=O)CS3(=O)=O)c1
50.6%[activator]	COc1cc(=O)n2c(c1C(=O)N1CCN(c3cc(C)ccc3C)CC1)CCCC2
16.3%	Cc1ccc(C2Cn3nnc(C(=O)NCc4ccc(F)cc4)c3CO2)cc1 (centres undefined)
?	COC(=O)c1c(OCc2cccnc2)cc(=O)n2c1CCN(Cc1cc3c(cc1Cl)OCO3)CC2
10.5%[12.5 µM]	Fc1ccc(OC2CN(Cc3ccsc3)C2)c(F)c1
6.5%	COc1cc(-c2cnc3ccccc3c2)cc2c1OCCNC2
-3.8%[176 µM]	CN1[C@@H](CCC(=O)Nc2ccccc2)CNC(=O)[C@@H]2[C@H]1CCN2C1CCCCC1
?	O=C1Nc2ccc(-c3ccccc3)cc2C(=O)N2CCN(C(=O)c3ccccc3)C[C@H]12
17.0%[176 µM]	CC(C)CCNC[C@H]1O[C@H](Cc2cc(CN3CCCCC3)on2)CC[C@@H]1O
25.7%	Cc1cc(C(=O)N2CC(F)(F)C[C@H]2c2nnc(C)o2)no1
0.8%	O=C1C[C@@H]2CCN(C(=O)COc3ccccc3)C[C@@H]2CCN1Cc1ccc2c(c1)OCO2
-12.3%	Cc1cccc(CC(=O)N2CCCC(c3nnnn3C)C2)c1 (centres undefined)
5.4%	Cc1cc(C(=O)NCc2nc(-c3ccccc3NC(=O)C3CCCO3)oc2C)nc(C)n1 (centres undefined)
51.1%[activator]	CCCS(=O)(=O)N1CCC(C2CCN(C(=O)NC)CC2)C1 (centres undefined)
2.3%	O=C([C@H]1CCCN1)N1CCC2(CC1)Nc1ccccc1NC2=O
-13.9%[176 µM]	COc1cc(F)ccc1-c1nccc2c(=O)cc(-c3cccnc3)oc12
24.7%	CN1CC2(CCN(Cc3cc(C#N)n(C)c3)CC2)CC(c2ccccc2)C1=O (centres undefined)
2.2%[6.33 µM]	CC(=O)NCCCC(=O)N1CCC2(CC1)CC(N[S+](C)(=O)[O-])c1ccccc12 (centres undefined)
21.2%	CCn1ccc(C(=O)N2CCOc3ccc(CCC(N)=O)cc3C2)n1
46.0%[activator]	COCCNc1cc(-c2cc(C(F)(F)F)ccn2)c2cc[nH]c2n1
17.7%[176 µM]	Cc1noc([C@@H](C)NC(=O)Cc2ccccc2)c1C(=O)O
2.5%[176 µM]	O=C1Nc2ccccc2CC12CCN(Cc1ccccc1)C2 (centres undefined)
4.0%[176 µM]	Cc1nc(-c2cccc(NC(=O)N[C@H](C)c3onc(C)c3C(=O)O)c2)no1
35.2%[activator]	CCC1(C(=O)NCc2ccc(F)cc2)CCCCC(=O)N1 (centres undefined)
14.4%	Cc1cnc(C2CC2)n1C1CCCN(C(=O)c2ccco2)C1 (centres undefined)
0.0%	COCCNC(=O)C[C@@H]1C[C@@H](C(C)C)[C@H](CNS(=O)(=O)c2ccc(OC)cc2)C=C1C
23.5%	O=C(NCC1CC1)c1cc2n(n1)CC(c1ccc3c(c1)OCO3)OC2 (centres undefined)
46.8%[activator]	COc1ccc(C2(C(=O)N3CCCC(CN4CCCC4)CC3)CC2)cc1 (centres undefined)
14.4%[176 µM]	COCCNC(=O)C[C@@H]1O[C@H](CNCc2cccc(Cl)c2)[C@@H](O)[C@H]1O
35.2%[activator]	Cc1noc(-c2ccc(OC3CN(C(=O)CCc4ccccc4)C3)cc2)n1
26.0%	O=C(Cn1ccc2ccccc21)Nc1ccc2c(c1)C(=O)N1CCC[C@H]1C(=O)N2
22.2%	O=C(CCn1ccn2nc3c(c2c1=O)CCCC3)Nc1ccc2c(c1)OCO2
-0.5%[176 µM]	c1ccc(-c2nnc3ccc(NC4CC4)nn23)nc1
17.0%	N#CCn1ccn2nc3c(c2c1=O)CCCC3
